TAG inh: triacylglycerol accumulation inhibition | H9c2 cells, Nile Red lipid (TAG) fluorescence; cells loaded with 200 µM oleic acid | inhibition, % at 12.5 µM | actives 0.66% (n = 230,000) | AID 651582;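 active = pattern-corrected inhibition of lipid staining of at least 50% with the nuclear-stain viability signal not falling by more than 50%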;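 note: 0% = DMSO wells and 100% = triacsin C control wells; some results filed as inactive read as strong as hits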
TAG inh DAPI viability: further read-out of TAG inh, marked with its call; DAPI nuclei signal change (viability), lower = more cytotoxic, %;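 whole-well DAPI fluorescence read on a plate reader as a viability signal; minus 50 percent equals half of cells still viable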
* hit, by the source's call.

SMILES	TAG inh	TAG inh DAPI viability
O=c1[nH]c2ccc(Cl)cc2c(-c2ccccc2)c1SC(=S)N1CCOCC1	-13	3
COc1ccc(CCn2c(NCCCN3CCOCC3)nc3c2c(=O)[nH]c(=O)n3C)cc1	-3	-5
Cc1ccc(S(=O)(=O)N(C)C[C@@H]2Oc3ncc(C#CCC(C)C)cc3C(=O)N([C@H](C)CO)C[C@H]2C)cc1	34	-10
Cc1cnc(C(=O)OCC(=O)NCc2ccc3c(c2)OCO3)cn1	4	-1
Cc1cc(=O)oc2cc(NC(=O)C(C)Oc3cccc(Cl)c3)ccc12 (configuration not stated)	7	-2
O=C(O)CN=C(NS(=O)(=O)c1ccccc1)c1ccccc1	2	-11
O=C(COc1ccc2ccc(=O)oc2c1)Nc1cccc(S(=O)(=O)N2CCCCC2)c1	-11	-1
O=C(O)C1=CC[C@@H](c2ccc(Cl)cc2)N(S(=O)(=O)c2ccc(Cl)cc2)[C@H]1c1cccc(Cl)c1	-18	8
CC1CC(O)(Cc2ccccc2)C(C)CN1C (configuration not stated)	-6	-5
Cc1cc(N2C(=O)c3ccc(C(=O)Nc4ccc(CC(=O)O)cc4)cc3C2=O)no1	-5	-9

Exported with each value named: 2 of the compounds above
canonical_smiles: Cc1cnc(C(=O)OCC(=O)NCc2ccc3c(c2)OCO3)cn1
  TAG inh = 4 | TAG inh DAPI viability = -1

canonical_smiles: Cc1cc(=O)oc2cc(NC(=O)C(C)Oc3cccc(Cl)c3)ccc12 (configuration not stated)
  TAG inh = 7 | TAG inh DAPI viability = -2

Next entries:
SMILES	TAG inh	TAG inh DAPI viability
O=[N+]([O-])c1ccc(-c2cn3nc(-c4ccccc4)c(-c4ccccc4)nc3n2)cc1	87*	-41*
Cc1ccc(S(=O)(=O)N(Cc2cccc(Cl)c2)C(=O)N2CCN(C)CC2)cc1	-8	-3
COc1ccc(NC(=O)CN2C(=O)NC(C)(Cc3ccc(OC)c(OC)c3)C2=O)cc1 (configuration not stated)	3	7
Cc1cccn2c(=O)c3cc(C(=O)NC(C)C)c(=N)n(Cc4ccncc4)c3nc12	15	109
O=C(CSc1nc2[nH]ncc2c(=O)[nH]1)Nc1ccc(Cl)cc1	12	4
COc1cccc2c1C1(O)C2CCCCCCCCCC12OCCCO2 (configuration not stated)	-11	3
COc1ccc2c(c1)CC(=O)NC=C2	9	4
COc1cccc(-c2ccc3ncnc(N(C)Cc4ccco4)c3c2)c1	7	11
CCC(C)NC(=O)CNS(=O)(=O)c1ccc(C)cc1 (configuration not stated)	-6	3
CC(=O)Nc1cccc(C(=O)/C=C/c2ccc[nH]2)c1	18	-1

Complete entries, quoted from the list:
O=C(CSc1nc2[nH]ncc2c(=O)[nH]1)Nc1ccc(Cl)cc1 reads TAG inh: 12; TAG inh DAPI viability: 4
COc1cccc2c1C1(O)C2CCCCCCCCCC12OCCCO2 (configuration not stated) reads TAG inh: -11; TAG inh DAPI viability: 3

Continued:
SMILES	TAG inh	TAG inh DAPI viability
COC(=O)CCN(C(=O)c1ccc(Cl)c([N+](=O)[O-])c1)c1ccccn1	6	-2
O=C(O)C12C[C@H]3C[C@@H](C1)CC(n1ncc(N4CCN(c5ccccc5)CC4)c(Cl)c1=O)(C3)C2	4	-5
CC1Cc2ccccc2N1Cc1cc(=O)c(OCC(=O)Nc2ccccc2)co1 (configuration not stated)	-8	4
CC(=O)NC12CC3CC(C1)CC(C(=O)N1CCN(C(=O)c4ccco4)CC1)(C3)C2	-4	0
CCCN1C2CCCC1CC(NC(=O)c1cc(OC)c(OC)c(OC)c1)C2 (configuration not stated)	19	-2
Cc1ccc(C(C)C)c(OCC(=O)NN2C(=O)c3ccccc3C2=O)c1	-14	6
CN(C(=O)COC(=O)c1ccc2c(c1)OCCO2)c1ccccc1	-2	6
CN(C)S(=O)(=O)c1ccc(NC(=O)CSc2nnc(-c3ccco3)n2N)cc1	12	4
O=C1CCNc2cc3ccccc3cc21	13	-13
O=C(O)c1cccc2c1C(=O)c1cccc3snc-2c13	7	-3
NCCCCC(=O)O	-6	4
CN1C(=O)C(C)(C)c2cc(S(=O)(=O)N3CCC(C(=O)NCc4ccccc4Cl)CC3)ccc21	1	-5
COc1cccc(-c2cc(C(=O)NC3CCCC3)c3ccccc3n2)c1	-20	-1
CC(OC(=O)CCOc1ccccc1)C(=O)Nc1ccc(Cl)cn1 (configuration not stated)	-3	-4
Cc1ccc(Cn2c(SCC(=O)N/N=C/c3ccccc3OCC(=O)O)nc3ccccc32)cc1	2	-2
c1ccc(N2CCN(c3ccccc3)C2c2cccnc2)cc1	6	-36
CC(C(=O)OCC(=O)N(C)C1(C#N)CCCCC1)N1C(=O)c2ccccc2C1=O (configuration not stated)	0	-3
COC(=O)Cn1nc(-c2ccc(C)c(S(=O)(=O)N(C)C)c2)c2ccccc2c1=O	11	-4
Cc1ccc(SCCSc2nc(C)cc(=O)[nH]2)cc1	8	-7
c1ccc(-c2nc(NCc3cccnc3)c3oc4ccccc4c3n2)cc1	-4	5
Clc1ccc2c(NCc3ccccn3)ncnc2c1	-2	-9
CC(C)C(NC(=O)OCc1ccccc1)C(=O)OCC(=O)NCc1ccco1 (configuration not stated)	-10	1
CCCNCC(=O)Nc1sc2c(c1C(=O)Nc1c(C)n(C)n(-c3ccccc3)c1=O)CCCC2	11	-4
Cc1cc(C)n(-c2ccc(C)c(Cl)c2)n1	7	-2
CCn1c(SCC(=O)N2c3ccccc3CC2C)nnc1-c1ccco1 (configuration not stated)	-6	-1
Nc1ccc(CSc2ccc(Cl)cc2)cc1	17	-2
Cc1csc2c(SCC(=O)NNC(=O)C(Cl)Cl)ncnc12	-2	4
CSc1cccc(N2CC(C(=O)N(CC(C)C)c3c(N)n(Cc4ccccc4)c(=O)[nH]c3=O)CC2=O)c1 (configuration not stated)	11	-11
CC(C)N(Cc1nc(-c2ccc(Cl)cc2)no1)C(=O)CCCN1C(=O)c2ccccc2C1=O	-20	2
COc1cc(NC(=O)c2ccc(Cl)cc2)c(Cl)cc1NC(=O)c1cccnc1	22	52

Some values from the list.
TAG inh with CC(OC(=O)CCOc1ccccc1)C(=O)Nc1ccc(Cl)cn1 (configuration not stated) : -3
TAG inh with Cc1cc(N2C(=O)c3ccc(C(=O)Nc4ccc(CC(=O)O)cc4)cc3C2=O)no1 : -5
TAG inh with Cc1ccc(S(=O)(=O)N(C)C[C@@H]2Oc3ncc(C#CCC(C)C)cc3C(=O)N([C@H](C)CO)C[C@H]2C)cc1 : 34
TAG inh DAPI viability with O=C(O)CN=C(NS(=O)(=O)c1ccccc1)c1ccccc1 : -11
TAG inh DAPI viability with NCCCCC(=O)O : 4
TAG inh with c1ccc(N2CCN(c3ccccc3)C2c2cccnc2)cc1 : 6

Next section:
SMILES	TAG inh	TAG inh DAPI viability
COC(=O)C1=C(N)Oc2cc(C)n(Cc3ccco3)c(=O)c2C1c1cccc(Cl)c1 (configuration not stated)	9	-9
CCN(CC)C(=O)[C@H]1C[C@H](CC(=O)NC/C=C(\C)CCC=C(C)C)C(=O)N2CCc3c([nH]c4cc(-c5ccco5)ccc34)[C@]12C	5	1
Nc1nc(-c2ccc([N+](=O)[O-])cc2)cc(=O)[nH]1	-5	8
O=C1CSC(c2cn(-c3ccccc3)nc2-c2ccc3c(c2)OCCO3)N1CCN1CCOCC1 (configuration not stated)	10	-4
COc1ccc(N2CCN(C(=O)c3cn(Cc4ccccc4)nc3-c3cccnc3)CC2)cc1	1	-6
O=c1[nH]nnc2c1cnn2-c1ccccc1	-5	4
Cc1ccc(-c2nnn(CC(=O)NCC3CC3)n2)o1	-3	7
C[C@@H](CO)NC(=O)c1[nH]cnc1C(=O)Nc1cccc(Cl)c1	6	14
CN(Cc1nc(-c2ccccc2)no1)C1CCOCC1	-7	4
CCCC/C(O)=C1\C(=O)CC(C)(C)CC1=Nc1ccc(N)cc1	-3	-13
COC(=O)c1ccc(SC2CCCCC2)c([N+](=O)[O-])c1	25	-22
Fc1cccc(Cl)c1Cn1nnc2c(NCc3ccncc3)ncnc21	-11	-2
CN(C)S(=O)(=O)c1cc(NC(=O)CNCCN2CCOCC2)ccc1Cl	-12	4
CC(C)c1ccc2c(c1)C1(NN=C(c3ccccc3)S1)C(=O)N2 (configuration not stated)	24	-22
Cc1cc(C)c(NC(=O)COC(=O)CCc2ccc(S(=O)(=O)N3CCCCC3)cc2)c(C)c1	10	-1
O=C(O)C1(P(=O)(c2ccc(Cl)cc2)c2ccc(Cl)cc2)CCCC1	5	-1
C=CCSc1nc2c(c(=O)[nH]c(=O)n2C)n1Cc1ccc(C)cc1	-22	8
Cc1ccc(NC(=S)N(CCCN2CCCC2)Cc2cccn2Cc2ccc(Cl)cc2)cc1C	25	-6
Nc1ccc(CN2CCCCCC2)cc1	-2	18
COC(=O)c1ccc(NC(=O)CN2C(=O)CSC2=O)cc1	2	-2
NNC(=O)COc1cccc(C(F)(F)F)c1	4	2
FC(F)(F)c1nc(=S)c2ccccc2[nH]1	0	11
Cc1cc(/C=C(\C#N)C(=O)OCC(=O)NC(=O)NC(C)(C)C)c(C)n1CCC(C)C	2	-2
N/C(=N\OC(=O)COc1ccc2ccccc2c1Br)c1ccccn1	-5	1
CC(C)(C)OC(=O)N1CC2(CCCCC2)CC1Cc1ccc(C(F)(F)F)cc1 (configuration not stated)	10	-15
O=C(Nc1cccnc1)c1cc(S(=O)(=O)N2CCOCC2)ccc1Br	5	-7
CSc1nc(SCc2ccccc2)[nH]c(=O)n1	15	-18
COc1ccc(CN2CCc3c([nH]c4ccccc34)C2)c(OC)c1C	-15	7
Cc1cccc(Oc2nc(-c3ccccc3)cc(C)c2S(C)(=O)=O)c1C	-8	-1
CCOC(=O)Cc1ncccc1C(=O)Nc1ccc(OC(F)(F)F)cc1	-1	-10
CCOC(=O)CN(C(=O)c1snc(C(N)=O)c1N)C(C(=O)NCCC(C)C)c1ccc(C)cc1 (configuration not stated)	-10	2
COc1cc2ncc(S(=O)(=O)c3ccccc3)c(N3CCC4(CC3)OCCO4)c2cc1OC	7	-4
Cn1ncc(Br)c1C(=O)N1CCCCCC1	9	10
CC(C)Oc1ccc(F)cc1-c1cc(C(=O)NCc2ccc(F)cc2)[nH]n1	-4	-4
O=C1NC(Cc2ccccc2)c2nc3ccc(F)cc3c(=O)n2-c2ncccc21 (configuration not stated)	1	13
O=C(CCC(=O)N1CCOc2ccccc21)Nc1ccccc1Cl	-4	1
CCCC(C(=O)NC(C)(C)C)N(C(=O)c1snc(C(N)=O)c1N)c1ccc2c(c1)OCCO2 (configuration not stated)	17	-11
COc1cc(S(=O)(=O)N2CCOCC2)ccc1NC(=O)COC(=O)c1cc(OC)c(OC)c(OC)c1	3	6
O=C(NN1C(=O)c2ccccc2NC1c1ccc([N+](=O)[O-])o1)c1ccc(Br)cc1 (configuration not stated)	-4	-1
O=C(COC(=O)c1ccc(-c2nnc(-c3ccccc3)o2)cc1)c1ccccc1	14	5
CC(=O)c1ccc(Nc2nc(C(N)Cc3ccc(Cl)cc3)cs2)cc1 (configuration not stated)	26	20
COC(=O)[C@]1(Cc2ccccc2)N[C@H](CN(C)C(=O)Nc2ccc(Cl)cc2)[C@@H]2C(=O)N(Cc3ccccc3)C(=O)[C@@H]21	11	-13
Cc1cc(F)ccc1-c1cc(C(=O)NCC2CCCCC2)[nH]n1	8	-2
CC(=O)c1ccccc1OC(=O)c1c(F)cccc1F	5	-4
CCCCC(=O)NNC(=S)NC(=O)CCC	-6	-7
O=S(=O)(c1c(F)cccc1F)C1CCN(S(=O)(=O)c2ccc3c(c2)OCCO3)CC1	7	-13
NS(=O)(=O)c1ccc(CCNC(=O)CSc2ccc(Cl)cc2Cl)cc1	-8	4
OCC[C@@H]1C[C@@H](O)[C@H](O)[C@]2(CCc3ccccc3O2)O1	4	-3
COc1ccc(S(=O)(=O)N2CCCCCC2)cc1C(=O)OCc1c(C)noc1C	-12	3
COc1ccc(-c2ccc3oc(-c4ccsc4)cc(=O)c3c2)cc1F	-4	11
Carrying on:
SMILES	TAG inh	TAG inh DAPI viability
COC(=O)c1cc(NC(=O)CN(c2ccc3c(c2)OCO3)S(C)(=O)=O)ccc1Cl	2	-11
Cc1ccc(S(=O)(=O)N2CCN(C(=O)c3ccc([N+](=O)[O-])cc3)C2)cc1	-5	1
CCC(CO)NCc1sccc1C (configuration not stated)	10	-16
CCSc1nnc(-c2ccccc2NC(=O)CC)c(=O)[nH]1	17	3
COc1cc2nc(CN3CCN(S(=O)(=O)c4ccccc4[N+](=O)[O-])CC3)[nH]c(=O)c2cc1OC	19	8
CC(c1ccc2ccccc2c1)c1ccccc1C(=O)O (configuration not stated)	8	2
CCCNC(=O)CCn1c(-c2ccc(C)cc2)cc(C(=O)OCC)c1C	31	-2
O=C(NC1CCCN(c2ccc(C(F)(F)F)cn2)C1)c1ccnc(Cl)c1 (configuration not stated)	-8	7
Nc1nc(NCc2ccco2)nc(N2CCCC2)c1[N+](=O)[O-]	-11	-2
CC12CCC(C(=O)NNC(=O)c3ccc(F)cc3)(OC1=O)C2(C)C (configuration not stated)	4	1
CCn1c(=O)[nH]c(=O)c2c(N)c(C(=O)c3cc(F)ccc3F)sc21	-7	-3
CCN(CC)C(=O)C1=C(C)N(Cc2ccc(OC)cc2)C(=O)C(CC(=O)NCCCN(C)C)C1 (configuration not stated)	10	1
Cc1cccc(N2C(=O)c3cccc4c(N5CCCCC5)c([N+](=O)[O-])cc(c34)C2=O)c1C	19	-13
O=C(Nc1ccccc1N1CCCCC1)c1cc(S(=O)(=O)N2CCOCC2)ccc1Cl	-5	-12
CC1CN(C(=O)c2cccs2)CC(C)O1 (configuration not stated)	-1	-4
CCCCNC(=O)c1cc(C)nn1-c1ccccc1	-2	1
Cc1ccc(C)c2[nH]c(=O)c(CCNC(=O)Cc3cccs3)cc12	-28	-2
CCCOC(=O)C1NC(=O)N2C(C(=O)OCCC)C(C)(C)S[C@H]12 (some centres not stated)	10	3
O=C(NCc1ccccc1)N1CCC(n2cnc3cc(F)ccc32)CC1	-32	6

Assay outcomes as filed in PubChem BioAssay.

An excerpt; count on the stated rates, not on these rows.
